# PvdQ acylase = P. aeruginosa PvdQ acylase inhibitors, primary screen, biochemical, fluorescence, plate reader and imaging, single point; PvdQ acylase [Pseudomonas aeruginosa LESB58]; purified PvdQ acylase; inhibition, % at 10 µM; 340,000 tested, 0.063% active; in the data active means inhibition above about 30%, passing the limit was not always enough;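 further: 0% = vehicle neutral wells and 100% = reference inhibitor wells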
# DAGLB inh = DAGLB lipase inhibitors, primary screen, biochemical, fluorescence, HTS; HEK293T DAGLB membrane lysate, EnzChek fluorogenic substrate; inhibition, % at 5.17 µM; 340,000 tested, 0.059% active; in the data active means inhibition above about 34%;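 further: 0% = enzyme with vehicle and 100% = wells lacking enzyme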
# Target sequence (Q8NCG7 whole entry, looked up): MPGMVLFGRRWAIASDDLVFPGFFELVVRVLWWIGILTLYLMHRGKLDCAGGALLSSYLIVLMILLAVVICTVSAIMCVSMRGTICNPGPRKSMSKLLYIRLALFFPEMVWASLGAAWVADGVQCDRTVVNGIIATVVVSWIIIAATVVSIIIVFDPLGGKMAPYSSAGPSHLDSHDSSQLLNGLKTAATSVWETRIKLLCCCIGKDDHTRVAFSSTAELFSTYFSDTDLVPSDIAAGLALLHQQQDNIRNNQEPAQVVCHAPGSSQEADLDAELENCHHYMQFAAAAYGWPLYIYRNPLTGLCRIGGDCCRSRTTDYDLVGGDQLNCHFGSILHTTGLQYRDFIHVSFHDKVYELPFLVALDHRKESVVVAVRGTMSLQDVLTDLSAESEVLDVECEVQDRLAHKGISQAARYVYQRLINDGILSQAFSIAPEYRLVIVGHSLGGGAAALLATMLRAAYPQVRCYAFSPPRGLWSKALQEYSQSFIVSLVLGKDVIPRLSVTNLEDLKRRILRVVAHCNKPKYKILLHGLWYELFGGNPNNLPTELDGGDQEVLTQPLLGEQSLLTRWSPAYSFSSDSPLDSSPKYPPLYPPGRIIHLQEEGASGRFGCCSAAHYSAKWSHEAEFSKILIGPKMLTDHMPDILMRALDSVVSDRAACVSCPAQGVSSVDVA
# CAL PDZ inh = CAL PDZ peptide-binding inhibitors, primary screen, biochemical, fluorescence polarization, Cer-tagged CAL PDZ, HTS; purified CAL PDZ, TMR-peptide fluorescence polarization, 1 h; Golgi-associated PDZ and coiled-coil motif-containing protein (Homo sapiens), Q9HD26; inhibition, % at 20 µM; 330,000 tested, 0.02% active;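 active means highest replicate inhibition of at least 40%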;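 further: plate controls were DMSO neutral control wells for no effect and unlabeled competitor peptide control wells for full effect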
#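 material = purified tagged CAL PDZ domain construct (CerCALP) | compound dosing = 20 µM, one dose | times = 1 h at RT | measured by = fluorescence polarization from S- and P-plane intensities, G-factor corrected | read-out = inhibition from polarization loss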
# Wnt bcat act = Wnt/beta-catenin pathway activators, primary screen, cell-based, plate reader, single point; 300,000 tested, 1.2% active; activation, % at 9.35 µM; Wnt/beta-catenin reporter cell assay, activator; AID 743398, 2014; in the data active means activation above about 30%, passing the limit was not always enough;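 further: 0% = neutral control wells and 100% = positive control wells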
# phage Ecoli inh = growth loss of phage-infected E. coli, primary screen, RecBCD inhibitor project, absorbance, with phage, HTS. inhibition, % at 11.9 µM. 360,000 tested, 0.26% active. AID 651602, 2012; in the data active means inhibition above about 11%
# AddAB inh = growth inhibition of E. coli expressing H. pylori AddAB, primary screen, AddAB inhibitor project, absorbance | inhibition, % at 11.9 µM | 330,000 tested, 0.29% active | AID 435030, 2010; in the data active means inhibition above about 12%;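 further: 0% = vehicle wells of infected cells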
# Rtt109 Vps75 = inhibitors of C. albicans Rtt109/Vps75 HAT, primary screen, biochemical, ThioGlo CoA-SH fluorescence, plate reader; purified Rtt109/Vps75, 4 h; inhibition, % at 34.9 µM; 330,000 tested, 0.16% active; Histone acetyltransferase RTT109 (Candida albicans (strain SC5314 / ATCC MYA-2876)), …;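 active means inhibition of at least 50% in every replicate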
# Target sequence (Q5AAJ8 whole entry, looked up): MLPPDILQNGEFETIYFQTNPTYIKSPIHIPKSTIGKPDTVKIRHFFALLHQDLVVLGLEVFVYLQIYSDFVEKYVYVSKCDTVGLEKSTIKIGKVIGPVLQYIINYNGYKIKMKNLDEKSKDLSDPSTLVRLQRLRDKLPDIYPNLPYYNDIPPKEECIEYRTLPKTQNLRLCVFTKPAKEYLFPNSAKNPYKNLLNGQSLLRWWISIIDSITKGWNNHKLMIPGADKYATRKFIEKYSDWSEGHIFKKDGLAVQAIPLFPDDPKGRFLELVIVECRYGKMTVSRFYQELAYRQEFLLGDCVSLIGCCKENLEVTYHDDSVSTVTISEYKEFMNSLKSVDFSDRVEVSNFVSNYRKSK
# PfHsp90 set2 = growth inhibition of PfHsp90-expressing yeast, primary screen, antimalarial PfHsp90 inhibitor project, S. cerevisiae, BacTiter-Glo luminescence, single point, set 2. BacTiter-Glo ATP, 48 h; yeast lacking PDR1 and PDR3 efflux regulators. inhibition, % at 9.4 µM. 310,000 tested, 0.32% active;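 active means every replicate shows inhibition above about 80%, whatever the replicate mean, limit read from the data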;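 further: 0% = DMSO neutral controls and 100% = 20 µM radicicol positive controls; yeast relying on Plasmodium falciparum Hsp90 in place of its own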
# E coli growth = E. coli V3065 growth inhibition, primary screen, counter-screen for AddAB inhibitor project, absorbance, OD600 | 18 h | inhibition, % at 11.9 µM | 330,000 tested, 0.27% active;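 active means inhibition above the campaign's mean inhibition across all tested compounds plus 3 SD, cut at about 9.9% in these data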;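 further: uninfected addAB+ strain grown without phage in ampicillin broth; 0% = DMSO wells and 100% = ciprofloxacin 0.95 µg/ml wells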
# Tat export inh = E. coli Tat export inhibitors, primary screen, MC4100, TorA-mCherry reporter, fluorescence, single point; inhibition, % at 10 µM; 340,000 tested, 0.036% active; AID 488895, 2010;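 active means mean replicate inhibition at least 50% and at least half of replicates individually reaching 50%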;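 further: exported cargo escapes ClpAP degradation while cytoplasmic cargo is degraded and loses fluorescence; 0% = median of neutral control wells and 100% = median of NaSCN control wells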
# The depositor's hits bear a star; . = no result given. Hits appear at their usual frequency; 1.9% or so of the library scored in one or more.
SMILES	PvdQ acylase	DAGLB inh	CAL PDZ inh	Wnt bcat act	phage Ecoli inh	AddAB inh	Rtt109 Vps75	PfHsp90 set2	E coli growth	Tat export inh
c1ccc(-c2onc(-c3ccco3)c2-c2ccc3c(c2)OCO3)cc1	-8	-7	-1.0	9	0.2	3.0	-2	4	0.5	2
COC(=O)c1ccc(/C=C/C(=O)OCC(=O)NCc2cccs2)cc1	-7	-1	-0.1	-1	3.2	-0.2	-2	3	-0.3	-1
N#CCSc1nnc(COc2ccccc2)n1-c1ccccc1	2	-1	-0.1	-2	2.5	1.9	1	10	-3.3	-1
CCc1ccc(N2CC(C(=O)Nc3ccc(S(=O)(=O)N4CCCCC4)cc3)CC2=O)cc1 (stereo not drawn)	9	-6	-2.5	-2	3.2	3.3	20	1	0.8	1
O=C(Cc1nnc(NC(=O)c2ccccc2)s1)N/N=C/c1ccc(O)cc1	4	0	6.6	-2	2.5	3.3	2	-1	-1.2	-3
CN(C(=O)C1CCCO1)c1nnc(-c2ccccn2)s1 (stereo not drawn)	1	1	-1.8	.	3.2	0.6	43	-10	-2.8	-3
COc1ccc(NS(=O)(=O)c2ccc(C)cc2)c([N+](=O)[O-])c1	4	2	-0.9	1	2.5	-1.6	-4	-22	-0.2	-3
COc1cc(NC(=O)c2ccc3c(c2)OCO3)ccc1NC(=O)C(C)C	-3	2	-2.8	1	4.6	2.1	-10	12	2.7	0
COc1ccc(NC(=O)CN(c2ccc(OC)c(Cl)c2)S(=O)(=O)c2ccccc2)c(OC)c1	-7	-4	-1.5	-2	-1.5	3.1	9	9	-0.3	9
O=C(COC(=O)[C@@H]1CC(O)CN1S(=O)(=O)c1ccc2c(c1)OCCO2)Nc1ccccc1F (stereo partly drawn)	17	-2	-0.8	2	-1.6	4.3	-5	.	0.2	-1
O=C(Nc1ccc(Br)cc1Cl)Nn1cnnc1	-37	2	.	3	3.3	5.3	14	.	1.0	-5
O=C(OCc1ccc(Cl)c(Cl)c1)c1ccc[nH]1	-5	-1	-1.2	12	3.9	0.8	-2	23	1.7	3
CSc1ccc(C=O)cc1	-5	1	-1.5	1	3.7	-1.4	3	-11	-0.9	2
CC(C)C(=O)N1CCN(c2ccc(NC(=O)c3ccc([N+](=O)[O-])o3)cc2Cl)CC1	-8	2	0.3	-20	3.3	.	14	-2	.	-3
Cc1ccc2cccc(Oc3ncnc4sc(C)c(C)c34)c2n1	9	-1	-1.7	-2	3.6	0.3	11	-13	-0.3	-3

# Fetched by structure from above:
SMILES	PvdQ acylase	DAGLB inh	CAL PDZ inh	Wnt bcat act	phage Ecoli inh	AddAB inh	Rtt109 Vps75	PfHsp90 set2	E coli growth	Tat export inh
O=C(Nc1ccc(Br)cc1Cl)Nn1cnnc1	-37	2	.	3	3.3	5.3	14	.	1.0	-5
COc1ccc(NC(=O)CN(c2ccc(OC)c(Cl)c2)S(=O)(=O)c2ccccc2)c(OC)c1	-7	-4	-1.5	-2	-1.5	3.1	9	9	-0.3	9
CC(C)C(=O)N1CCN(c2ccc(NC(=O)c3ccc([N+](=O)[O-])o3)cc2Cl)CC1	-8	2	0.3	-20	3.3	.	14	-2	.	-3

# Rewritten with two lines to a compound: part of the list above
# Screens in order – PvdQ acylase | DAGLB inh | CAL PDZ inh | Wnt bcat act | phage Ecoli inh | AddAB inh | Rtt109 Vps75 | PfHsp90 set2 | E coli growth | Tat export inh
CSc1ccc(C=O)cc1
 : -5 | 1 | -1.5 | 1 | 3.7 | -1.4 | 3 | -11 | -0.9 | 2
CCc1ccc(N2CC(C(=O)Nc3ccc(S(=O)(=O)N4CCCCC4)cc3)CC2=O)cc1 (stereo not drawn)
 : 9 | -6 | -2.5 | -2 | 3.2 | 3.3 | 20 | 1 | 0.8 | 1
CC(C)C(=O)N1CCN(c2ccc(NC(=O)c3ccc([N+](=O)[O-])o3)cc2Cl)CC1
 : -8 | 2 | 0.3 | -20 | 3.3 | . | 14 | -2 | . | -3
COc1ccc(NC(=O)CN(c2ccc(OC)c(Cl)c2)S(=O)(=O)c2ccccc2)c(OC)c1
 : -7 | -4 | -1.5 | -2 | -1.5 | 3.1 | 9 | 9 | -0.3 | 9

# The list continues:
SMILES	PvdQ acylase	DAGLB inh	CAL PDZ inh	Wnt bcat act	phage Ecoli inh	AddAB inh	Rtt109 Vps75	PfHsp90 set2	E coli growth	Tat export inh
CCOc1ccc(S(=O)(=O)N2CCN=C2c2ccccc2)cc1	-6	0	0.2	-3	-0.2	2.0	-8	8	-0.6	9
COc1cccc(N2CC(NS(=O)(=O)c3cccs3)CC2=O)c1 (stereo not drawn)	-5	2	0.3	1	4.7	-0.1	-8	11	-3.3	6
COc1ccc(Cl)c2sc(N3CCN(C(C)=O)CC3)nc12	-13	-1	-1.6	-3	2.4	0.2	8	1	-2.9	-1
O=C(c1cc(COc2c(F)cccc2F)on1)N(Cc1ccccc1)CC1CC1	-16	-9	-0.5	4	-1.2	0.9	1	-45	0.4	7
O=C(NCc1ccco1)[C@@H]1CCCN1C(=O)c1cccs1	-6	0	-1.4	0	-0.9	1.4	-7	18	-1.9	2
Cc1ccc(CNC(=O)CSc2nc3ccsc3c(=O)n2Cc2ccccn2)cc1	17	-1	0.3	34*	0.1	2.2	-13	9	-0.1	-7
CCOc1ccc(C2C(C#N)=C(N)Oc3nc[nH]c(=O)c32)cc1OC (stereo not drawn)	20	2	-0.7	-3	1.1	1.6	-9	-15	-0.2	0
Cc1cc(C)c(OCC(=O)OC(C)C(=O)NCc2ccccc2)c(C)c1 (stereo not drawn)	-6	-1	-0.5	3	2.5	.	.	-7	.	-1
O=C1CCCN1C(=O)COc1ccccc1[N+](=O)[O-]	3	-1	-3.6	-1	5.9	-2.7	33	3	0.3	-2
O=[N+]([O-])c1cc(S(=O)(=O)N2CCCC2)ccc1N/N=C/c1cccnc1	5	5	0.3	.	2.9	4.3	3	-8	-1.8	-2
O=C(Nc1ccncc1)C1CCN(S(=O)(=O)c2c(Cl)cccc2Cl)CC1	-3	0	-0.2	2	2.6	-1.5	0	-7	-2.1	4
O=S(=O)(c1ccc(SCc2ccccc2)nc1)N1CCCCCC1	1	-10	-2.4	4	1.1	0.9	4	.	0.3	7
CCOC(=O)c1c(C2CC2)csc1NC(=O)COC(=O)c1ccc[n+]([O-])c1	2	-5	-4.2	1	2.1	1.6	-2	-9	-1.2	-4
CN(C(=O)COC(=O)c1ccc(Br)o1)c1c(N)n(Cc2ccccc2)c(=O)[nH]c1=O	-16	-1	-1.6	2	1.6	0.2	2	10	-0.2	0
Cc1cccc(NCc2ccc(N(C)C)cc2)n1	-4	1	0.7	-1	1.6	-2.6	4	17	-1.3	-11

# Further entries:
SMILES	PvdQ acylase	DAGLB inh	CAL PDZ inh	Wnt bcat act	phage Ecoli inh	AddAB inh	Rtt109 Vps75	PfHsp90 set2	E coli growth	Tat export inh
COc1ccc(-c2csc3ncnc(N4CCN(c5cccc(Cl)c5)CC4)c23)cc1	-10	-3	-2.5	.	.	-0.1	10	7	-1.3	3
Cc1nnc(NC(=O)C2CCCO2)s1 (stereo not drawn)	-19	-1	-0.7	-1	-0.6	-1.1	-6	-11	0.1	7
Cc1cc(C)c(COCc2cc(/C=N/O)c(C)cc2C)cc1/C=N/O	-7	-6	-0.3	1	3.1	0.6	-3	-16	1.6	-5
COc1cc(CCC(=O)OCC(=O)Nc2ccc(F)c(F)c2)cc(OC)c1OC	4	-1	-1.2	-1	1.4	2.8	8	26	-2.1	-3
COc1ccc(NC(=S)N(Cc2ccc(Cl)cc2)Cc2ccc(C(=O)O)cc2)cc1Cl	2	3	0.0	0	0.2	-2.2	.	0	-3.4	8
CCC(=O)Nc1cc(NC(=O)CSc2nnc(C(C)C)n2CC)ccc1C	-23	-2	0.0	3	1.4	-0.5	0	-4	0.1	-5
O=C1c2ccccc2-n2c1nc1ccccc1c2=O	5	1	1.1	0	-0.2	2.9	-7	-55	-3.7	2
COc1cc(/C=C2\N=C3CCCCCN3C2=O)ccc1O	-1	2	-2.5	13	1.1	5.7	.	13	2.8	-1
CSc1nc(C)cc(OCC#N)n1	-1	-2	0.4	-5	3.1	3.5	7	-1	1.4	-4
O=C(NNC(=O)C1CCCO1)c1ccc(F)cc1 (stereo not drawn)	-6	3	-0.9	.	3.5	-1.4	-16	5	-2.9	-4
COc1ccc(-c2c(C)oc3c(CN4CCCCC4C)c(O)ccc3c2=O)cc1OC (stereo not drawn)	-11	-2	-0.1	-1	1.2	-0.7	-43	-2	-1.1	-1
OCC[C@@H]1C[C@H](O)[C@@H](O)[C@]2(CCCCO2)O1	2	-8	-1.5	0	2.8	4.0	10	.	1.2	12
CCC(CC)C(=O)Nc1cccc(C(=O)N2CCOCC2)c1	-10	0	-1.1	.	2.8	1.5	-6	22	0.7	-2
O=C1CCC(C(=O)N2CCC(O)(c3ccccc3)CC2)CN1CCc1ccccc1 (stereo not drawn)	-12	-1	0.5	0	-1.1	.	-11	-10	.	-10
CCC(C)[C@H](NC(=O)N1CC(=O)Nc2ccccc21)C(=O)N[C@@H](C(=O)O)c1ccccc1 (stereo partly drawn)	3	3	0.1	0	-1.2	-0.8	15	21	0.4	2

# Next structures.
SMILES	PvdQ acylase	DAGLB inh	CAL PDZ inh	Wnt bcat act	phage Ecoli inh	AddAB inh	Rtt109 Vps75	PfHsp90 set2	E coli growth	Tat export inh
COc1ccc(N2CC(C(=O)N[C@@H](C)C(=O)NCc3ccccc3OC)CC2=O)cc1 (stereo partly drawn)	-5	-1	-1.3	0	0.3	3.3	-14	12	-0.1	0
Cc1occc(=O)c1OC(=O)Nc1ccccc1	-12	1	-1.7	.	1.9	2.4	-4	2	0.8	-14
CN(C)CCCNC(=O)CC(c1ccccc1)c1ccccc1O (stereo not drawn)	-11	-3	0.5	.	0.8	3.2	3	-9	-1.1	2
CCCN(CCO)Cc1ccc(F)c(Br)c1	-17	0	-0.5	-15	2.3	1.6	2	-8	2.1	-6
CCOC(=O)c1cnc2cc(F)c(F)cc2c1N1CCN(C)CC1	-9	0	0.6	0	0.2	2.4	5	-16	1.3	1
CC(C)c1nnc(NC(=O)C2CCCN2C(=O)Nc2ccc(F)cc2)s1 (stereo not drawn)	-12	0	-3.1	0	2.2	1.7	-1	-8	0.2	-9
Cc1ccc(C(=O)NCCCc2ccccc2)s1	-9	-3	-1.0	53*	4.0	5.0	2	15	2.9	-5
Nc1c(Br)c(=O)[nH]c(=O)n1-c1ccccc1	-8	-1	0.9	1	1.4	0.5	-5	-17	0.5	5

# Screens (PubChem)
